# Source: PubChem BioAssay
# mIDH1 inhibitor: human IDH1 R132H inhibition. 390,000 tested, 0.093% active. Potency, µM (series often up to 76.6 µM), for inactives: top-dose activity change, negative = inhibition, usual class: inhibitors. IDH1-R132H enzyme, NADPH consumption, diaphorase/resazurin fluorescence. O75874; further: potency means the concentration at half of the fitted maximal effect; on the % scale 0 is the no-effect control and ±100 the full control effect; nearly all actives have a fitted effect of over 65% in size
#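 IDH1-R132H (0.5 ug/mL) preincubated 30 min with compound, then NADPH (0.016 mM) and alpha-KG (2 mM) added; 80 min at RT, pH 7.5. Remaining NADPH coupled via diaphorase/resazurin to fluorescence (540/590 nm); concentration-response curves normalized to no-enzyme control.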
# HP1b binding inh: HP1-beta chromodomain-methylated histone interaction inhibition. Potency, µM (top dose mostly 114 µM), for inactives: at the highest dose activity change, negative = inhibition, most hits filed as inhibitors. 390,000 tested, 0.56% active. P83916. AlphaScreen HP1-beta / biotin-H3K9me3 peptide binding; further: potency means the concentration at half of the fitted maximal effect; nearly all actives have a fitted effect of over 70% in size; inactives centre near 23
#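 HP1-beta protein (50 nM final) preincubated 30 min at room temperature with biotinylated H3(1-18)K9me3 peptide (50 nM) in PBS pH 7.4, 0.01% Tween-20, then compound added for 30 min. AlphaScreen streptavidin donor/nickel chelate acceptor beads (10 ug/mL final), 30 min dark, luminescence read.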
# Tb PGK inh: inhibitors of T. brucei phosphoglycerate kinase; AID 602233; PGK/GAPDH coupled, Kinase-Glo luminescence, 60 min; 380,000 tested, 0.043% active; Potency, µM (highest dose often 57.5 µM), for the others: at the top dose activity change, negative = inhibition, hits mostly inhibitors; P07378; further: potency means the concentration at half of the fitted maximal effect; on the % scale 0 is the no-effect control and ±100 the full control effect; nearly all actives have a fitted effect of over 60% in size
#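 Recombinant glycosomal PGK reaction used 1,3-bisphosphoglycerate generated in-well by GAPDH (100nM final) in 100mM TEA pH 7.6, 5mM MgCl2, 0.01% Tween-20. After 60 minutes at room temperature, ATP was read by Kinase-Glo Plus luminescence end-point.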
# Pin1 inh: human Pin1 inhibition; Pin1 FP peptide displacement, HiFluor488, 10 min; Potency, µM (top dose mostly 115 µM), for inactives: at the highest dose activity, negative = inhibition, most hits filed as inhibitors; 390,000 tested, 0.009% active; AID 504891; Q13526; active means well fitted inhibition curve with a large enough effect in the polarisation, with a control signal flat, not every such curve was filed as active; inconclusive means small, poorly fitted or top-dose-only effect, or effect the other way, or a change in a side signal; inactive means no such curve, though single readings can be large or run the other way; the % refers to the polarisation; further: potency means the concentration at half of the fitted maximal effect; on the % scale 0 is the no-effect control and ±100 the full control effect
# Target sequence (Q13526 whole entry, looked up): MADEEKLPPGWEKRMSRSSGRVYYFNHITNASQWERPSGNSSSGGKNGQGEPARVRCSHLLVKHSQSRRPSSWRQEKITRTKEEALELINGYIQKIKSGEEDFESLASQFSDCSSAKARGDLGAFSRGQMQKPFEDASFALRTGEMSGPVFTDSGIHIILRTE
# TrxR1 inh: inhibitors of rat thioredoxin reductase 1; O89049; recombinant rTrxR1, NADPH fluorescence consumption, selenite substrate; Potency, µM (highest dose often 114 µM), without a hit: top-dose activity change, negative = inhibition, usual class: inhibitors; 390,000 tested, 1% active; AID 588453; further: potency means the concentration at half of the fitted maximal effect; on the % scale 0 is the no-effect control and ±100 the full control effect; nearly all actives have a fitted effect of over 65% in size
#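 Rat TrxR1 (90 nM in the dispensed reagent) was pre-reduced with 400 uM NADPH for 5 min at room temperature, then incubated with compound for 15 min. After 400 uM selenite was added, NADPH fluorescence (Ex 340/Em 450 nm) was followed for 8 min.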
# GLS inhibitor: inhibitors of human glutaminase (GLS); O94925; GLS enzymatic activity, qHTS titration; Potency, µM (series often up to 45.5 µM), inactives show top-dose activity change, negative = inhibition, actives largely listed as inhibitors; 410,000 tested, 0.21% active; further: potency means the concentration at half of the fitted maximal effect; on the % scale 0 is the no-effect control and ±100 the full control effect
#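 Human kidney-isoform GLS in 45 mM KH2PO4 pH 8.2, 0.02% Tween-20, with compound, started with 1mM L-Glutamine (added stock). Glutamate oxidase/HRP/Amplex red coupled fluorescence read at start and after 30 min at RT.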
# PI4K2A block: PI4K2A (human) kinase inhibition. Q9BTU6. purified PI4K2A, ADP-Glo luminescence, 1 h; active compounds read low. activity change, negative = inhibition, % at 76.9 µM. 420,000 tested, 0.13% active. AID 1346378; in the data active means activity change below about -50%; inconclusive means mostly about -30% to -49%;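 further: -100% = wells without enzyme as full effect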
#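 PI4K2A activity was measured by ADP-Glo luminescence: enzyme (4 ug/mL stock) and phosphatidylinositol (1.2 mM stock) in Tris pH 7.5/MgCl2/EGTA/Triton X-100 buffer were reacted with ATP (300 microM stock) for one hour at ambient temperature.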
# TrxR1 substrate: rat thioredoxin reductase 1 substrate activity | O89049 | purified TrxR1 substrate turnover, NADPH consumption readout | Potency, µM (highest dose often 114 µM), for inactives: at the top dose activity change, negative = substrate turnover | 390,000 tested, 0.01% active | AID 588456; further: potency means the concentration at half of the fitted maximal effect; on the % scale 0 is the no-effect control and ±100 the full control effect; nearly all actives have a fitted effect of over 50% in size
#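 Rat TrxR1, dispensed at 90 nM, was prereduced with 400 uM NADPH (final) for 5 min at ~22 deg C, then incubated with compound 15 min before 400 uM selenite. A first-read NADPH fluorescence drop versus no-compound background flagged substrates.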
# USP1 inh: inhibitors of human USP1/UAF1 deubiquitinase; recombinant USP1/UAF1, Ub-Rhodamine cleavage fluorescence; Potency, µM (highest dose often 57.1 µM), for the others: at the highest dose activity change, negative = inhibition, usual class: inhibitors; 390,000 tested, 0.23% active; AID 743255; further: potency means the concentration at half of the fitted maximal effect; on the % scale 0 is the no-effect control and ±100 the full control effect; nearly all actives have a fitted effect of over 60% in size; inactives centre near -12
# Target sequence (O94782 whole entry, looked up): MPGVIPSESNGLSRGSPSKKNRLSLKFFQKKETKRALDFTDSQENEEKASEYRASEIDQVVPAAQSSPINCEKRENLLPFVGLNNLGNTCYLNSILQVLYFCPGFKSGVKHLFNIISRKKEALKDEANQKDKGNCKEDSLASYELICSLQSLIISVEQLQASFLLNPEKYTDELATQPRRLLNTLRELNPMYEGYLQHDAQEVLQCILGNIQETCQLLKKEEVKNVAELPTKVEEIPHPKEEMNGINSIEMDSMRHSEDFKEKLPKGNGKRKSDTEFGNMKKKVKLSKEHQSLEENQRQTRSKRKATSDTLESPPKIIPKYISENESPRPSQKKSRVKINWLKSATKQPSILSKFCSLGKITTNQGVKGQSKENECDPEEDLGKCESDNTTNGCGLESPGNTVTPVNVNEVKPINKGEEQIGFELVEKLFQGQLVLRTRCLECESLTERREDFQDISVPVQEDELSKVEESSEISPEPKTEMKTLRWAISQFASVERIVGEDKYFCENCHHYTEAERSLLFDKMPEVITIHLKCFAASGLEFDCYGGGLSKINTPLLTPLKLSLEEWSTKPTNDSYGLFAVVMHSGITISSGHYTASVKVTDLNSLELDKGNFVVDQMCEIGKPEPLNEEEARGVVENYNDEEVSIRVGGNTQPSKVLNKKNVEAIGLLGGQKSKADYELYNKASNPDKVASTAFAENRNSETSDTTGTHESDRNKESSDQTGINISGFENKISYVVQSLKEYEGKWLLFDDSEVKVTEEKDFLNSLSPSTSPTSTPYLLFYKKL
#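 USP1/UAF1 complex at 1 nM was preincubated with compound for 15 min at room temperature, then Ub-Rho substrate (150nM final) was added. Fluorescence (480/540 nm) was read kinetically, 6 reads every 60 seconds.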
# Active calls of the source: *; i = inactive; u = inconclusive; x = no result given; & = joins results of further samples; [ ] = another dose, or the depositor's remark. Unless noted, the call rests on the fitted dose curve; in most records, active means well fitted curve in the direction sought with a large enough effect; inconclusive means small, poorly fitted or top-dose-only effect, or another doubt; inactive means no such curve, though single readings can be large; an effect the other way counts as inactive or inconclusive. Some of the compounds tested, so the mix of outcomes need not match the whole.
Compound	TrxR1 substrate	HP1b binding inh	TrxR1 inh	Pin1 inh	PI4K2A block	mIDH1 inhibitor	USP1 inh	GLS inhibitor	Tb PGK inh
CCOC(=O)c1cc(C#N)c(NCc2ccccc2)nc1C	13%	8%	24%	1%	9	7%	-17%	-1%	-2%
CC(C)=CCN1CCN(CCCn2cccn2)CC1CCO (stereo unspecified)	-4%	14%	5%	-4%	-6	-6%	-10%	8%	-7%
CC1CSc2nc3sc4c(c3c(=O)n21)CCCC4 (stereo unspecified)	6%[57.1 µM]	42%[activator]	5%[57.1 µM]	-5%	0	2%	-11%	5%	i
O=C(O)CCC(NC(=O)OCc1ccccc1)C(=O)O (stereo unspecified)	9%	27%	14%	-9%	-4	3%	-9%	31%	4%
CN1CCN(NS(=O)(=O)c2ccc(Cl)s2)CC1	-18%	19%	-4%	-4%	-5	6%	0%	29%	4%
O=C(Nc1ccccc1)c1ccc(NCc2ccco2)c(S(=O)(=O)N2CCOCC2)c1	8%	21%	u	20%	-7	3%	-15%	3%	-8%
c1cn(CCCNC2CCCCCCC2)cn1	6%[57.1 µM]	u	9%	-4%	2	1%	-19%	2%	i
c1ccc(C(c2ccccc2)c2ccn[nH]2)cc1	-6%	59%[activator]	11%	-7%	-3	-1%	-17%	-1%	x
Cc1ccccc1NC(=O)Cc1nc(-c2c[nH]c(C(=O)N3CCCC3)c2)cs1	-1%	12%	u	1%	6	12%	-16%	2%	i
COc1cccc(OCCSc2nc3ccccc3n2CC(=O)N2CCOCC2)c1	2%	3%	9%	5%	-3	-2%	-10%	2%	0%
COc1cccc(N/C(SCc2cccc([N+](=O)[O-])c2)=C(/C#N)C(N)=O)c1	1%[57.1 µM]	-9%	12%[57.1 µM]	-4%	13	2%	-19%	-6%	-3%
CCCCOc1ccc(C(=O)NCC(=O)NNC(=O)c2ccco2)cc1	4%	30%	12%[57.1 µM]	0%	-8	0%	-19%	-6%	-5%
O=c1ccccn1CCOc1ccccc1Cl	-3%	12%	3%	4%	3	-4%	5%	15%	8%
CC(=O)c1ccc(N2CCN(C(=O)C3CCCN3S(=O)(=O)c3cccc4nsnc34)CC2)cc1 (stereo unspecified)	-4%	20%	-7%	2%	5	0%	-6%	-11%	0%
COc1cccc(CNC(=O)c2oc3ccc4c(c3c2C)C(=O)CC(C)(C)O4)c1OC	4%	30%	13%	4%	0	x	-15%	4%	x
COc1cccc(OCC(O)CN2CCN(C)CC2)c1 (stereo unspecified)	-1%[57.1 µM]	u	-16%[57.1 µM]	2%	-6	2%	-5%	-5%	-10%
COc1ccc(NC(=O)CN(C)S(=O)(=O)c2cnc[nH]2)cc1	-3%&-4%	29%&6%	19%&6%	-7%&-9%	0&-11	2%&0%	-12%&10%	-6%&0%	-9%&-6%
ClCC(CNCc1ccccc1)c1ccccc1 (stereo unspecified)	-8%	30%	-4%	-8%	-7	-3%	2%	-18%	-2%
Cc1ccc(CC(=O)Nc2nncs2)cc1	12%	2%	26%	-1%	-13	12%	-10%	8%	-9%
CCN(CCCNC(=O)CSc1cc(=O)n(C)c2cc(Cl)ccc12)Cc1ccccc1	-1%	13%	3%	-8%	3	-2%	-25%	0%	-6%
COc1nc(-c2ccccc2)ncc1S(=O)(=O)c1ccccc1	-2%	65%[activator]	33%	2%	6	-4%	-1%	-10%	-3%
O=[N+]([O-])c1cccc(/C=N/n2cnnc2)c1O	11%[57.1 µM]	48%[activator]	1%[57.1 µM]	-10%	-2	-1%	-19%	0%	-1%
S=c1[nH]nc(-c2ccccn2)n1/N=C/c1ccc(-c2ccccc2Cl)o1	3%[57.1 µM]	u	-9%[57.1 µM]	u	-4	-9%	-7%	3%	-6%
CCOC(=O)C(=CNc1cccc(C)n1)C(=O)OCC	-2%	27%	13%	2%	2	2%	-9%	10%	-3%
O=C(c1ccccc1NS(=O)(=O)c1ccc(F)cc1)N1CCCC1	-3%	42%[activator]	17%	-3%	1	4%	-13%	-5%	0%
CC(C)(C)C(=O)Nc1ccc(C(=O)N/N=C/c2ccccc2OC(=O)c2ccc(Cl)cc2)cc1	-11%	28%	-1%	17%	0	6%	-16%	1%	i
COc1ccc(CCN(C)C(=O)c2ccc(S(=O)(=O)NCc3ccco3)cc2)cc1OC	1%	12%	7%	-7%	2	5%	-8%	15%	9%
COC(=O)C(Cc1ccc(O)cc1)NC(=O)c1ccccc1OC (stereo unspecified)	-2%	60%[activator]	-5%	0%	2	5%	7%	13%	-8%
COc1ccc(-c2nnc3cccc(Cl)n23)c(OC)c1	12%[57.1 µM]	9%	9%[57.1 µM]	-6%	-8	3%	-19%	7%	i
O=C(O)c1cc(S(=O)(=O)N2CCCCC2)ccc1Cl	-6%	36%	-6%[57.1 µM]	3%	-2	22%	0%	16%	2%
Cc1cccc(NC(=O)Cn2nc(C(F)(F)F)cc2C2CC2)c1	-5%	26%	6%	-3%	-1	7%	-9%	-5%	i
CCOc1ccc(C(O)c2nccn2Cc2ccccc2)cc1 (stereo unspecified)	3%	30%	16%	5%	-12	-2%	0%	7%	-4%
Cc1nnc(N2CCC(C(=O)NCCc3ccccc3)CC2)c2nn(-c3ccccc3)c(C)c12	34%[activator]	19%	87%[activator]	24%	-3	0%	3%	-1%	-9%
Cc1ccc(C(=O)Nc2cccc(C(=O)NC3CCCCC3)c2)cc1	-4%	12%	13%	-5%	3	-2%	-14%	-5%	i
O=C(c1ccccc1)N1CCN(S(=O)(=O)c2ccccc2)CC1	4%&6%	17%&45%	18%&14%	-7%&0%	1	0%	-24%	1%	-4%
O=C1c2cccc3cccc(c23)C(=O)N1c1ccccc1Cl	16%	32%	28%	-1%	-4	-3%	-23%	-16%	-6%
COc1c(/C=N/NS(=O)(=O)c2ccc(C)cc2)c(CCN(C)C(C)=O)cc2c1OCO2	1%	28%	12%	0%	-1	1%	-19%	9%	-1%
COc1cc(-c2cc(C(=O)Nc3ccc(N4CCOCC4)cc3)c3ccccc3n2)cc(OC)c1OC	-11%	-4%	6%	11%	-5	5%	-15%	14%	-5%
C[n+]1ccccc1COc1ccc(C(C)(C)C)cc1	-8%	31%	-10%	-1%	-1	-4%	2%	13%	i
COc1ccc(Cl)cc1C(=O)NNC(=S)NC(=O)c1ccc(F)c(F)c1	7%[57.1 µM]	-24%	7%[57.1 µM]	-1%	-1	8%	-7%	7%	-7%
COCc1cc(C)[nH]c(=O)c1C(=O)NC12CC3CC(CC(C3)C1)C2	3%	37%	17%	-8%	0	-3%	-15%	-2%	i
COc1ccc(C(=O)C(C)[n+]2ccc(-c3nnc4n3CCCCC4)cc2)cc1 (stereo unspecified)	-11%	34%	-30%	0%	-2	0%	-23%	-3%	-8%
COC(=O)N/N=C/c1ccc(-c2ccc(C)c(Cl)c2)o1	-11%	-3%	-15%	0%	2	-4%	-6%	10%	-2%
C=CCNC(=O)/C(=C\c1ccc(Br)cc1)NC(=O)c1ccccc1OC	4%[57.1 µM]	12%	9%[57.1 µM]	11%	3	-1%	-3%	-1%	i
Cn1ncc2c1NC(c1ccc(F)cc1)SCC2=O (stereo unspecified)	x	x	x	x	-1	3%	-25%	2%	-11%
O=C1c2ccccc2C(=O)c2c(/C=C/N3CCCCC3)ccnc21	-7%	-13%	-12%	x	-10	20%	u	1%	i
CCOCCn1c(N2CCN(c3ccc(OC)cc3)CC2)nc2c1c(=O)n(C)c(=O)n2C	-7%	-1%	-1%	-1%	-7	0%	-11%	35%	-1%
Cc1ccc(C(=O)OCC(=O)Nc2sc3c(c2C#N)CCC3)cc1	3%	7%	5%	23%	-1	0%	-8%	8%	-10%
c1cc(-c2nnn(CCOCCn3nnc(-c4ccncc4)n3)n2)ccn1	1%	50%[activator]	18%	0%	5	-7%	-19%	0%	-4%
CCOC(=O)N1CCN(S(=O)(=O)c2ccc(F)c(C(=O)Nc3ccc(C)c(Cl)c3)c2)CC1	-2%	7%	13%	21%	-1	1%	u	-10%	-6%
C/C(=N\Nc1nc2ccccc2[nH]1)c1ccc(N2CCOCC2)cc1	-2%[57.1 µM]	u	13%[57.1 µM]	5%	-4	6%	-19%	-5%	-9%
CCOC(=O)c1ccc2nc(CCC(=O)N[C@H](C(=O)OC)C(C)C)c(=O)n(CC)c2c1	7%	9%	-3%	8%	1	-10%	-9%	0%	7%
COc1cccc(CNC(=O)c2ccc3nc(-c4ccc(F)cc4)c(-c4ccc(F)cc4)nc3c2)c1	-3%[57.1 µM]	15%	13%[57.1 µM]	7%	3	-9%	-16%	2%	1%
O=C(NC1(C(F)(F)F)C(=O)Nc2c1c(=O)[nH]c(=O)n2-c1ccccc1)c1ccccc1 (stereo unspecified)	-6%	27%	3%	-7%	2	0%	7%	-16%	8%
